Source: PubChem BioAssay (Sanford-Burnham Center for Chemical Genomics)
SENP1 inh – inhibitors of human SENP1 SUMO protease catalytic domain; recombinant SENP1 catalytic domain, CyPet-SUMO1-YPet FRET cleavage; hit rate 0.21% among 360,000; inhibition, % at 10 µM; AID 624204; Q9P0U3;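 active = inhibition at least 30% at 10 µM, raw YFP signal under a set limit, fluorescence ratio 0.5 to 1.5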;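 note: 0% = enzyme with DMSO and 100% = no enzyme wells; some results filed as inactive read as strong as hits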
Target sequence (Q9P0U3 419-644 limits assumed): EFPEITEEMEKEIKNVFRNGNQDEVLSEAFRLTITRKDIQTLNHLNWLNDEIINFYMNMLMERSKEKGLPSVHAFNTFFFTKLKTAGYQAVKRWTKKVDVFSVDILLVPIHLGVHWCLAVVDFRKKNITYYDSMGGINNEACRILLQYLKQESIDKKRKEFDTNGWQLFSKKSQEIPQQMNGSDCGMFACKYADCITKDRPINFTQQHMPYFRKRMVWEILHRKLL
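Assay system: hSENP1 catalytic domain, recombinant. Amount: SENP1 enzyme, 20 pM final. Schedule: 50 min reaction, RT, dark. Technique: FRET, CFP and YFP emission. Control set: no-enzyme wells low, DMSO-plus-enzyme wells high control.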
SENP8 inh – SENP8 (human) protease inhibition; hit rate 0.64% among 360,000; inhibition, % at 20 µM; Q96LD8; recombinant SENP8, Nedd8 substrate fluorescence; in the data active = inhibition mostly above about 40%, no sharp cut-off; inactive = mostly below about 27%
Target sequence (Q96LD8 whole entry, looked up): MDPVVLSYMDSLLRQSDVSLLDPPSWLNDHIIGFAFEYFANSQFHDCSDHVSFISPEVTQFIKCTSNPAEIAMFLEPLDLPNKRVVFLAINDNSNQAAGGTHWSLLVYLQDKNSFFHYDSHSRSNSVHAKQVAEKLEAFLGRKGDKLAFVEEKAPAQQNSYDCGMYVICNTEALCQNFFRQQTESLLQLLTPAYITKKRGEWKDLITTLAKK
* hit, by the source's call. Some of the compounds tested (hit frequency here may not be typical).

SMILES	SENP1 inh	SENP8 inh
COc1cc(OC)cc(C2=Cc3ccccc3C(CC(=O)c3ccco3)N2c2ccc(-c3cnc(OC)nc3)cc2)c1 (stereo unspecified)	-0.5	-120.7
COC(=O)[C@]1(Sc2ccc(C)cc2)CC(=O)N[C@@H]1c1ccccc1	-1.8	10.2
COc1ccc(CNC(=O)c2cccc3c(-c4cccnc4)coc23)cc1OC	3.0	15.0
OC(c1ccc(F)c(F)c1)c1ncc(-c2cccc(F)c2)[nH]1 (stereo unspecified)	0.5	9.2
COc1ccc(-c2sc3cc(OC)ccc3c2-c2ccc(OCCN3CCCCC3)cc2)cc1	-0.1	-398.3
COc1ccc(F)cc1-c1cc(C(=O)NCc2ccccc2)[nH]n1	2.2	9.6
O=C(O)C1CCCCN1c1ccccc1[N+](=O)[O-] (stereo unspecified)	0.2	0.3
COCCNC(=S)N1CCC2CC1c1cc(-c3ccc4c(c3)OCO4)ccc12 (stereo unspecified)	1.1	16.0
CC(C(=O)NC(C)(C)C)n1c(-c2ccc3c(c2)OCO3)nc2ccccc21 (stereo unspecified)	-3.4	-51.6
CC(C)C(N)c1csc(Nc2ccc(C(=O)N(C)Cc3ccccc3)cn2)n1 (stereo unspecified)	2.3	-173.2
CNc1ncnc2c1ncn2[C@H]1CN(Cc2ccncc2)C[C@@H](CO)O1	4.0	-0.7
CC1(C(=O)NCc2cccs2)CCN1CCc1ccccc1 (stereo unspecified)	1.2	20.5
CCc1nc2ccc(C(=O)Nc3ccc(NC(C)=O)cc3)cn2c1N(C)CCCc1ccccc1	-11.3	-4.4
Fc1cccc(Cc2c(-c3ccccc3)nc3c4ccccc4ccn23)c1	-8.0	-392.0
Cc1ccc2nc(-c3ccco3)c(CC(C)(C)C)n2c1	-27.4	-44.7
NC(COCc1ccccc1)c1csc(NC(=O)Nc2cccc(Cl)c2)n1 (stereo unspecified)	-3.6	26.2
O=C(Nc1ccc(Cl)cc1)C1Cc2c(-c3ccccc3Oc3ccccc3)ccnc2O1 (stereo unspecified)	-1.4	5.7
CC1(C(=O)NS(=O)(=O)c2ccc(Cl)cc2)CCN1C(=O)C1CC1 (stereo unspecified)	2.0	9.9
CC1(C(=O)NS(=O)(=O)c2cccs2)CCN1C(=O)c1ccccc1CCc1ccccc1 (stereo unspecified)	1.5	21.0
CCCC(=O)N1CCC1(C)C(=O)Nc1ccc(OC)c(OC)c1 (stereo unspecified)	-0.1	13.1
COc1cccc(NC(=O)C2(C)CCN2Cc2ccccc2OC(F)F)c1 (stereo unspecified)	0.1	13.0
CCOC(=O)[C@]12CCC=C1N(Cc1ccc(Cl)cc1Cl)C(=O)[C@H](CC(=O)N1CCOCC1)C2	-1.2	10.8
CCCCN1CC(N2CCN(CCN(C)C)CC2)CS1(=O)=O (stereo unspecified)	0.9	19.7
CCc1ccccc1Oc1nc(NCc2ccccc2)nc2ccsc12	2.2	-109.1
COc1ccc(S(=O)(=O)NC(=O)C2(C)CCN2C(=O)C2(c3ccccc3)CCCC2)cc1 (stereo unspecified)	1.4	14.1
O=C1C=C(O)CC2(CCCCC2)C1	1.5	5.6
CC1(C(=O)NS(=O)(=O)c2ccc(Br)cc2)CCN1C(=O)c1cccc(F)c1 (stereo unspecified)	2.3	22.2
CCCCNC(=O)C1c2ccccc2OCC(=O)N1Cc1ccccc1 (stereo unspecified)	5.2	10.9
CC1(C(=O)Nc2ccc3c(c2)OCCO3)CN(S(C)(=O)=O)CC(=O)N1CCCN1CCOCC1 (stereo unspecified)	2.7	7.6
COc1ccc(CN2C(=O)C(CC(=O)NC3CC3)CC(C(=O)N3CCOCC3)=C2C)cc1 (stereo unspecified)	2.1	16.3
CCc1nc2c(OCC(=O)C(C)(C)C)cccn2c1N(C)C(=O)Nc1ccccc1OC	-5.7	8.4
CC(=O)C1=CCC(c2ccccc2Cl)N(S(=O)(=O)c2ccc(C)cc2)C1 (stereo unspecified)	1.8	24.2
OCc1cccc(-c2csc(C(O)c3ccco3)n2)c1 (stereo unspecified)	-0.3	7.0
CC(C)(C)NC(=O)C(c1ccnc2ccccc12)n1c(=O)c(-c2ccco2)nc2ccccc21 (stereo unspecified)	-34.3	-434.5
CC(C)CN1C(=O)CN(S(C)(=O)=O)CC1(C)C(=O)NC(C)C (stereo unspecified)	-1.0	12.6
O=C(NCc1cccc(C(F)(F)F)c1)c1c[nH]c(=O)s1	-2.4	8.3
C#CCNC(=O)C[C@@H]1C[C@@]2(C(=O)OC)CC(C)(C)CC=C2N(Cc2ccco2)C1=O	-27.2	11.7
Cc1cc(Br)cn2c(Cc3cccc(Cl)c3)c(-c3cccc(Cl)c3)nc12	3.5	-2.5
Cn1nc(C(C)(C)C)cc1C(=O)N1CCCCC1c1cc(C(=O)Nc2ccccc2)no1 (stereo unspecified)	0.7	5.8
COc1cccc(C(N)c2nc(-c3cc(F)cc(F)c3)cs2)c1 (stereo unspecified)	2.8	-4.6
Cc1ccsc1C(=O)N1CCC1(C)C(=O)NS(=O)(=O)c1cccc(F)c1 (stereo unspecified)	1.2	3.7
CCCCC(=O)N(C)c1c(C)nc2ccc(C(=O)N3CCN(C(C)=O)CC3)cn12	1.6	8.9
COCCNc1nc(NCCOc2ccccc2Cl)c2sc(-c3ccccc3)cc2n1	-2.8	-316.4
CCOC(=O)C1(C)CCCN1C(=O)c1cc(F)ccc1C (stereo unspecified)	1.6	20.6
CC1(C(=O)Nc2cccc(C(F)(F)F)c2)Cc2c(-c3cccc(C(N)=O)c3)ccnc2O1 (stereo unspecified)	2.8	8.9
CNc1cccc(-c2cc(OC)c(OC)c(OC)c2)n1	2.5	-344.5
CN(C(=O)C1Cc2c(-c3ccc(Cl)cc3)ccnc2O1)c1ccccc1 (stereo unspecified)	3.0	7.4
COc1cc(F)ccc1-c1cc(C(=O)NCc2ccc(C(F)(F)F)cc2)[nH]n1	0.3	8.6
CC(C)NC(=O)C1(C)CCN1Cc1ccc(C(F)(F)F)cc1 (stereo unspecified)	0.0	13.2
CCOC(=O)[C@]12CCCC=C1N(Cc1ccc(Cl)cc1Cl)C(=O)[C@H](CC(=O)NCc1cccs1)C2	-0.5	17.7
NS(=O)(=O)c1ccc(NC(=S)Nc2ccc(S(=O)(=O)Nc3nccs3)cc2)cc1	1.3	-0.1
COc1ccc(C(c2nnnn2-c2ccc(OC)cc2)N2CCN(C/C=C/c3ccccc3)CC2)cc1 (stereo unspecified)	-1.8	8.7
O=C(NCCN1CCC(n2c(=O)[nH]c3ccccc32)CC1)c1ccc(Cl)cc1	2.8	8.8
CC1=C(C(=O)N2CCCCCC2)CC(CC(=O)NCCc2ccccn2)C(=O)N1Cc1ccc(C(C)(C)C)cc1 (stereo unspecified)	0.3	11.3
COC[C@H]1CCCN1c1ccc2c(c1)O[C@H](COCc1ccccc1)CN([C@H](C)c1ccccc1)S2(=O)=O	0.3	-1.5
O=C(NCc1ccccc1)c1cc(C2CCCCN2C(=O)CCc2ccccc2)on1 (stereo unspecified)	-1.5	25.2
CC(=O)Nc1ccc(-c2ccnc3c2CC(C)(C(=O)NCCc2ccccc2)O3)cc1 (stereo unspecified)	3.2	10.2
CC1(C(=O)NS(=O)(=O)Cc2cccc(Cl)c2)CCN1C(=O)c1ccc(C2CCCCC2)cc1 (stereo unspecified)	-2.2	4.7
CC1(C)CC(NCc2ccccc2)=CC(=S)N1	-21.7	-7.8
CCc1nc2c(OCc3ccc(C#N)cc3)cccn2c1N(C)C(=O)c1ccco1	-6.9	0.9
Carrying on:
SMILES	SENP1 inh	SENP8 inh
COC(=O)CCCn1cc(CN2CC(N3CCCCC3)CS2(=O)=O)nn1 (stereo unspecified)	1.0	13.5
O=C(NC(c1ccc(Cl)cc1)c1ccccn1)C1CCN(CCOc2ccc(Cl)cc2Cl)CC1 (stereo unspecified)	-5.5	19.7
COC(=O)CCCC[C@@H]1O[C@H](CCc2ccccc2)CC2=C1C(=O)OC(C)(C)O2	0.6	16.3
O=C(Nc1nnc([C@H]2C[C@H](O)[C@@H](CO)O2)s1)Nc1ccccc1F	-1.8	-9.2
COC(=O)[C@@]12C[C@@H](CC(=O)NCc3cccc4ccccc34)C(=O)N(Cc3ccccc3)C1=CCC(C)(C)C2	0.3	18.3
COCCCN1C(=O)C(CC(=O)NC2CC2)CC(C(=O)N2CCOCC2)=C1C (stereo unspecified)	1.5	13.7
O=C(NCc1ccccc1)C(c1cc2ccccc2o1)n1c(=O)c(-c2ccccc2)nc2ccccc21 (stereo unspecified)	-25.3	-352.3
C[C@H](NC(=O)[C@@H]1CCCN1C(=O)[C@@H]1CCCN1C(=O)c1cccc2ccccc12)c1ccccc1	0.6	13.2
Cc1ccc(F)c(S(=O)(=O)NC(=O)C2(C)CCN2C(=O)Cc2ccc(-c3ccccc3)cc2)c1 (stereo unspecified)	2.1	12.4
CCCCC[C@@H]1CCCCC[C@@H](O)C[C@H](O)[C@H](O)/C=C/C(=O)O1	0.8	12.6
CC(=O)c1ccc(OCc2nnn(CC(=O)O)c2-c2ccccc2)cc1	0.6	8.8
CN1CCN(c2ccc(CNC(=O)C3Cc4c(-c5ccccc5Oc5ccccc5)ccnc4O3)cc2)CC1 (stereo unspecified)	1.3	27.4
COc1cccc(Cn2c(C(C)n3c(C)nc4ccccc43)nc3ccccc32)c1 (stereo unspecified)	3.9	13.9
COC[C@@H]1CCCN1c1ccc2c(c1)O[C@@H](COCc1ccccc1)CN([C@@H](C)c1ccccc1)S2(=O)=O	1.4	22.5
COCCN1C[C@@H](CO)O[C@@H](n2cnc3c(N4CCN(C)CC4)ncnc32)C1	0.7	6.9
CCCCCCCCN1C(=O)[C@H](CC(=O)NCCCOC)C[C@@]2(C(=O)OC)CCCCC=C12	0.2	11.3
CC(O)(c1cccnc1)c1nc(-c2ccc(F)c(Cl)c2)cs1 (stereo unspecified)	1.4	23.0
CCN(CC)c1ncnc2c1ncn2[C@H]1CN(Cc2cccnc2)C[C@@H](CO)O1	-1.1	12.5
Cc1ccccc1-c1cc2nc(Oc3ccc4c(c3)OCO4)n(C)c(=O)c2s1	3.6	11.7
CCCCNC(=O)c1c(N)[nH]c(C(=O)c2ccccc2)c1-c1ccccn1	-0.3	20.0

Ordered by length of the SMILES (lowest first): part of the list above.
SMILES	SENP1 inh	SENP8 inh
CC(O)(c1cccnc1)c1nc(-c2ccc(F)c(Cl)c2)cs1 (stereo unspecified)	1.4	23.0
COc1cccc(Cn2c(C(C)n3c(C)nc4ccccc43)nc3ccccc32)c1 (stereo unspecified)	3.9	13.9
COCCN1C[C@@H](CO)O[C@@H](n2cnc3c(N4CCN(C)CC4)ncnc32)C1	0.7	6.9
COC(=O)CCCC[C@@H]1O[C@H](CCc2ccccc2)CC2=C1C(=O)OC(C)(C)O2	0.6	16.3
CCCCCCCCN1C(=O)[C@H](CC(=O)NCCCOC)C[C@@]2(C(=O)OC)CCCCC=C12	0.2	11.3

Fetched by compound from the entries so far, 3 records:
SMILES	SENP1 inh	SENP8 inh
O=C(NC(c1ccc(Cl)cc1)c1ccccn1)C1CCN(CCOc2ccc(Cl)cc2Cl)CC1 (stereo unspecified)	-5.5	19.7
CCCCC[C@@H]1CCCCC[C@@H](O)C[C@H](O)[C@H](O)/C=C/C(=O)O1	0.8	12.6
COc1cccc(Cn2c(C(C)n3c(C)nc4ccccc43)nc3ccccc32)c1 (stereo unspecified)	3.9	13.9

The list goes on:
SMILES	SENP1 inh	SENP8 inh
CC1(C(=O)Nc2ccc(Cl)cc2)Cc2c(-c3cccc(C(F)(F)F)c3)ccnc2O1 (stereo unspecified)	0.7	10.0
CCOc1ccc(CCN2C(=O)C(=O)N([C@@H](CC(C)C)CN3CCC[C@H]3CN3C(=O)C(=O)NC[C@@H]3CC(C)C)C[C@@H]2Cc2ccccc2)cc1	-0.8	7.8
CCOC(=O)C1=CCC(c2cccc(Cl)c2)N(S(=O)(=O)c2ccc(C)cc2)C1 (stereo unspecified)	-2.3	-24.5
Nc1sccc1C(=O)NCc1ccccc1	-61.7	11.5
CC1(C(=O)NS(=O)(=O)c2cccc(OC(F)F)c2)CCN1C(=O)C1CCCCC1 (stereo unspecified)	0.8	8.7
CCOC(=O)[C@]12CCCC=C1N(Cc1cccc3ccccc13)C(=O)[C@H](CC(=O)NCC13CC4CC(CC(C4)C1)C3)C2	1.7	18.9
Cc1ccc(OC2CCN(C(=O)[C@H]3O[C@@H](n4cnc5c(N)ncnc54)[C@H](O)[C@@H]3O)CC2)cc1	-5.1	4.8
CCCCC[C@H](C)N1C[C@@H](COCc2ccccc2)Oc2cc(N3CC[C@H](N(C)C)C3)ccc2S1(=O)=O	-0.2	-5.6
O=C(NCc1cccc(C(F)(F)F)c1)c1ccc2nc([C@H]3C[C@H](O)[C@@H](CO)O3)[nH]c2c1	2.6	11.6
CN(C)c1ccc(CNC(=O)C2(C)Cc3c(-c4ccc(N(C)C)cc4)ccnc3O2)cc1 (stereo unspecified)	-2.1	-458.7
COc1cc(-c2coc3c(C(=O)NCc4ccncc4)cccc23)ccc1O	1.3	12.7
Nc1ccn(C2OC(CO)C(O)C2F)c(=O)n1 (stereo unspecified)	-1.3	9.5
O=C1NC[C@H](CCCCN2CCN(CC3CCCCC3)C(=O)C2=O)N(CC2CCCCC2)C1=O	-0.2	3.5
COc1cccc(Nc2nc(C(N)Cc3ccc(F)cc3)cs2)n1 (stereo unspecified)	-4.5	-39.0
O=C(NCc1ccco1)c1cccc(-c2ccc3nccn3c2)c1	-30.3	-50.7
CC1(C)OC(=O)C2=C(C[C@@H](C3CCCC3)O[C@H]2CCc2cccc(Cl)c2)O1	-0.8	6.5
Cc1cccc(C)c1NC(=O)C1(C)CSCC(=O)N1CCc1ccccc1F (stereo unspecified)	2.0	16.8
CN(C)CCNC(=O)c1cccc(-c2cnc3c(NC=O)cc(-c4ccc(S(C)(=O)=O)cc4)cn23)c1	-11.6	-312.5
CC1(C(=O)O)CCCN1C(=O)c1cccc(C(F)(F)F)c1 (stereo unspecified)	2.1	3.6
